NR5A2 inv ag: inverse agonists of human LRH-1 (NR5A2) | O00482 | HEK293T StAR-luciferase reporter, LRH-1 transfected, 24 h | inhibition, % at 3.6 µM | hit rate 0.13% among 360,000 | AID 602396;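 active means inhibition above the mean inhibition of all tested compounds plus 3 SD, cut at about 73% in these data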;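 further: 0% = DMSO wells and 100% = reporter-only cells lacking LRH-1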
COUP-TFII inh: blocks human COUP-TFII nuclear receptor; AID 686940; hit rate 0.7% among 370,000; HEK293T NGFI-A luciferase reporter, luminescence; inhibition, % at 8.6 µM;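 active means inhibition above a per-plate cutoff, mean inhibition of test wells between control levels plus 3 SD, cut at about 38% in these data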;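 further: cells cotransfected with COUP-TFII expression vector driving the NGFI-A reporter; 0% = median of COUP-TF2 test wells and 100% = reporter-only cells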
CF NFkB block: inhibitors of cystic fibrosis induced NF-kB; KKLEB NF-kB-GFP reporter, PAF-induced, GFP fluorescence overnight; inhibition, % at 5 µM; hit rate 0.86% among 360,000;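 active means at least 50% inhibition at 5 µM, scaled per plate between neutral and stimulator controls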;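 further: PAF is a Pseudomonas aeruginosa culture filtrate used as stimulus; plate controls were PAF-stimulated DMSO wells for no effect and unstimulated DMSO wells for full effect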
SRC1 inh: inhibitors of human steroid receptor coactivator 1 (SRC1) | Q15788 | HEK293 GAL4-SRC1 luciferase reporter, luminescence | inhibition, % at 3.6 µM | hit rate 0.12% among 360,000;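 active means inhibition above the campaign mean plus 3 SD, with each screening campaign given its own cutoff, cut at about 60% in these data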;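 further: 0% = DMSO treated cells and 100% = gossypol at 36 µM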
KKLEB tox: reduces viability of KKLEB cystic fibrosis airway cells; AID 602141; activity change (cytotoxicity), % at 5 µM; hit rate 0.36% among 360,000; KKLEB CF airway cells viability, ATPlite luminescence, overnight; active compounds read low; cells stimulated with P. aeruginosa culture filtrate;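 active means corrected activity change at or below -50% at 5 µM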
TWEAK-Fn14 inh: blocks TWEAK-Fn14 interaction in a reporter cell assay. TWEAK-stimulated Fn14 reporter cells, luciferase luminescence, 8 h. inhibition, % at 10 µM. hit rate 2% among 360,000. AID 1159606; in the data active means inhibition above about 50%
C8 TRAIL sens: sensitizes caspase-8 expressing cells to TRAIL; NB7+C8 cells + TRAIL, ATPlite viability luminescence; inhibition (viability loss, TRAIL sensitization), % at 10 µM; hit rate 1% among 360,000;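 active means compounds causing at least 50% loss of cell viability in the single-dose screen, relative to plate controls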
EBV LMP1 NFkB: Epstein-Barr LMP1 NF-kappaB reporter inhibition; AID 504558; inhibition, % at 12.5 µM; hit rate 0.69% among 350,000; LMP1-induced NF-kappaB luciferase reporter cells, luminescence; in the data active means inhibition above about 41%;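 further: 0% = neutral control wells and 100% = reference inhibitor control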
Shn3 3UTR inh: inhibitors of Schnurri-3 3'UTR reporter in osteoblasts | Clone20 osteoblast Shn3 3'UTR firefly luciferase, 24 h | inhibition, % at 12.5 µM | hit rate 0.52% among 360,000;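 active means mean inhibition of at least 75% with every replicate also reaching 75%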;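 further: 0% = median of neutral control wells and 100% = pilot-screen positive control compound; some compounds past the cut are filed as inactive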
SRC3 inh: inhibitors of human steroid receptor coactivator 3 (SRC3); HEK293 GAL4-SRC3 luciferase reporter, luminescence; inhibition, % at 3.6 µM; hit rate 0.17% among 360,000; AID 588352;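 active means inhibition above a per-campaign cutoff, the mean of all compounds plus 3 SD, cut at about 60% in these data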;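 further: 0% = DMSO-treated cells and 100% = gossypol-treated cells at 36 µM; higher means less SRC3-driven luciferase light from the GAL4 reporter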
Target sequence (Q9Y6Q9 whole entry, looked up, the tested form may be a part): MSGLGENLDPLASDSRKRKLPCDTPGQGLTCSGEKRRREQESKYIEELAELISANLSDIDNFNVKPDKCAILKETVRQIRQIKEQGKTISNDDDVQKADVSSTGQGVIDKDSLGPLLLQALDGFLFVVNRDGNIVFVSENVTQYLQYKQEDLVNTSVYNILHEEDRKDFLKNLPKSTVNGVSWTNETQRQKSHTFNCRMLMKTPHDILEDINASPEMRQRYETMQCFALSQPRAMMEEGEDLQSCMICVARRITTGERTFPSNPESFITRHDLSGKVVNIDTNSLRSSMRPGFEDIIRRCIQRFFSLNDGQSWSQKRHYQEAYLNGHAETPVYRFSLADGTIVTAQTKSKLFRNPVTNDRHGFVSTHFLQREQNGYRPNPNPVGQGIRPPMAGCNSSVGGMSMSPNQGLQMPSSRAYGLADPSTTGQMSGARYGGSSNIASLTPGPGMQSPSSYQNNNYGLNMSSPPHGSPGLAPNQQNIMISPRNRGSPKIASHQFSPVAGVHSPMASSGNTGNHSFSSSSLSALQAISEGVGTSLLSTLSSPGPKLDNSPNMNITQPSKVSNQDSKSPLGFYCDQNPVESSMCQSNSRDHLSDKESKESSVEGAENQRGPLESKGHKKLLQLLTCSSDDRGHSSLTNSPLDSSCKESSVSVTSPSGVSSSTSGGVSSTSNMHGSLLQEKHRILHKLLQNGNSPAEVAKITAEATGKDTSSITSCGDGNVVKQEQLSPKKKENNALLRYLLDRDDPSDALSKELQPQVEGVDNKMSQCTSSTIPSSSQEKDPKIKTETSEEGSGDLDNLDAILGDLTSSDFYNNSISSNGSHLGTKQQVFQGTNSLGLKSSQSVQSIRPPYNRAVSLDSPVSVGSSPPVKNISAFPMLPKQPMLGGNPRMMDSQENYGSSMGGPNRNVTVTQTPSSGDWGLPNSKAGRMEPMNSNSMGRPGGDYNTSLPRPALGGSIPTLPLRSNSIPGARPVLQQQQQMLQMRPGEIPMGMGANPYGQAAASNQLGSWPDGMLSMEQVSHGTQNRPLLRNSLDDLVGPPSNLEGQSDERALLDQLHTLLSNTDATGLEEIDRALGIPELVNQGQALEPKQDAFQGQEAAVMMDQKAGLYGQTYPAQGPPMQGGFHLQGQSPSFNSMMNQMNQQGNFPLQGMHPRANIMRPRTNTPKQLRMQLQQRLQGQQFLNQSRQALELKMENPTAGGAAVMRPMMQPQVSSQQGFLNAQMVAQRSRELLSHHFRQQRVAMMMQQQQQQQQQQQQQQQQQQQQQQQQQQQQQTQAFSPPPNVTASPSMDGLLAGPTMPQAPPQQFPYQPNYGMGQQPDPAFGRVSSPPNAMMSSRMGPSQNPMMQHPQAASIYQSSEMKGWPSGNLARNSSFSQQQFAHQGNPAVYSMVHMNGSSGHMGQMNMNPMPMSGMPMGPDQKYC
TROY NFkB inh: blocks TROY-dependent signaling in reporter cells; inhibition, % at 10 µM; AID 1347056; Q293 LMP1-TROYcd NF-kB luciferase reporter, 4 h; hit rate 0.98% among 360,000;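 active means compounds whose plate-normalised and pattern-corrected inhibition of the luciferase reporter signal at the single screening dose is 50% or more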
* marks the source's active call; other numbers are inactive results; . = no result given.

SMILES | NR5A2 inv ag | COUP-TFII inh | CF NFkB block | SRC1 inh | KKLEB tox | TWEAK-Fn14 inh | C8 TRAIL sens | EBV LMP1 NFkB | Shn3 3UTR inh | SRC3 inh | TROY NFkB inh
COc1ccc(C(=O)/C=C2/c3ccccc3CC(C)(C)N2C)cc1OC | -2.0 | 12.6 | 2.7 | -6.3 | -13.3 | 19.1 | 5.3 | 11.1 | 4.7 | 4.8 | 3.1
COCCCNC(=O)c1ccc(CS(=O)(=O)c2ccc(Br)cc2)o1 | -10.1 | 1.3 | 10.2 | -2.9 | 8.6 | -19.1 | 5.8 | 0.7 | -7.3 | 6.0 | -7.8
Cc1ccc2cc(/C=N/NC(=O)CN3CCOCC3)c(Cl)nc2c1 | -31.8 | -18.1 | -1.6 | -31.5 | 3.8 | -38.6 | -10.2 | -8.5 | 6.4 | -15.2 | -25.6
O=C(/C=C/c1ccc2c(c1)OCO2)Nc1nc2ccc(F)cc2s1 | -66.3 | -25.4 | -1.1 | -54.2 | -8.6 | -18.0 | 4.5 | -15.6 | -24.0 | -49.3 | -20.3
O=C1CCCC(=O)N1c1ccc(F)cc1 | -0.7 | -6.7 | 2.9 | 4.8 | 1.5 | 8.5 | 9.7 | -3.0 | -7.3 | 1.7 | 15.9
Cc1cccc(N2CCN(C(=O)c3ccncc3)CC2C)c1 (stereo not drawn) | -10.8 | -1.4 | -3.4 | -20.0 | 10.3 | -11.3 | -6.3 | 1.6 | -15.4 | 15.2 | -5.0
CN1CCC(=O)N([C@H](CC#N)c2ccccc2)CC1 | 22.8 | -23.8 | -8.0 | -4.8 | -0.1 | 15.0 | -6.0 | -12.6 | -1.8 | -16.1 | -11.1
Cc1ccc(N(C(=O)CNC(=O)c2ccco2)C(C(=O)NCC2CCCO2)c2ccccc2)cc1 (stereo not drawn) | -0.8 | 9.9 | 5.6 | -5.8 | -2.2 | 9.7 | -1.8 | 0.7 | 0.5 | 5.2 | -4.8
O=P(O)(O)c1ccccc1OCCOCCOCCOCCOc1ccccc1P(=O)(O)O | -41.5 | -5.8 | 7.9 | -36.7 | -5.2 | -17.4 | 0.6 | -19.4 | -37.1 | -33.0 | 0.2
CC(=O)NC(CC(=O)Nc1nccs1)c1ccccc1 (stereo not drawn) | -14.2 | -3.8 | 1.8 | -17.5 | 5.4 | -8.3 | 1.0 | -11.2 | -12.2 | 2.2 | -12.1
CN(C)CCCCNCCCNC(=O)/C=N\O | -6.8 | 8.1 | -4.6 | 7.4 | -3.3 | 0.0 | -2.1 | -17.3 | -67.9 | 15.8 | 5.3
CCCNC(=O)N(C)C[C@H]1Oc2ncc(C#CCc3ccccc3)cc2C(=O)N([C@H](C)CO)C[C@H]1C | -3.4 | 8.7 | 2.7 | -7.3 | -1.6 | 9.5 | -9.9 | -6.0 | -6.6 | -0.8 | -13.4
O=C(CN1CCN(C(=O)c2ccccc2)CC1)Nc1ccc(Cl)cc1F | 8.9 | 5.0 | 16.1 | -4.9 | -1.7 | 7.5 | -5.6 | 4.2 | 14.6 | 16.4 | 9.5
CCCn1c(O)c(CN2CCCC(C)C2)c(C)c(C#N)c1=O (stereo not drawn) | 2.8 | -4.2 | 4.9 | -6.8 | -11.0 | -18.1 | -11.2 | -3.1 | -3.7 | 5.2 | 12.7
COc1ccccc1C(=O)NNC(=O)C(=O)NC(C)C | -0.4 | 2.2 | -4.3 | 14.4 | 0.4 | -36.3 | -9.8 | -5.7 | -21.4 | 17.3 | 2.9
Cc1cc(C)n2c(Br)c(CN3CCCC(C)C3)nc2n1 (stereo not drawn) | 5.6 | -1.0 | -4.1 | 1.5 | -2.5 | -2.5 | 2.2 | -8.0 | -18.6 | -8.6 | 15.1
O=C(O)C(F)(F)C(NCc1ccccc1)c1ccccc1 (stereo not drawn) | -1.5 | 10.9 | -13.3 | -9.3 | 8.9 | -8.0 | -15.6 | 4.6 | 4.4 | -20.0 | 5.8
O=C(CCNS(=O)(=O)c1cccs1)Nc1ccccc1F | 11.4 | -4.1 | 9.3 | -10.5 | -22.2 | -5.6 | -6.2 | -12.4 | -12.6 | -2.1 | -21.6
COCCCNC(=O)c1ccc2c(c1)OCO2 | -11.9 | -12.3 | 9.8 | -33.5 | -4.3 | -7.1 | 32.8 | -0.2 | -17.9 | -1.7 | -16.5
CCOc1ccccc1NC(=O)COC(=O)CNS(=O)(=O)c1ccc(C)cc1 | -0.5 | 9.5 | -17.0 | -32.2 | 7.8 | -4.8 | 16.3 | -3.9 | -16.2 | 18.3 | -35.2
CC(=O)Nc1cc(-c2cccc(NS(C)(=O)=O)c2)cn2c(-c3ccc(F)c(Cl)c3)cnc12 | 15.1 | 6.8 | -26.3 | 1.6 | -12.5 | 91.8* | -6.8 | . | 2.3 | -6.5 | -2.2
O=C1CCc2cc(S(=O)(=O)N3CCN(c4ccccc4)CC3)cc3c2N1CCC3 | -29.6 | 11.6 | -15.2 | -4.1 | 8.4 | 10.3 | 1.9 | 7.2 | -4.3 | 1.2 | -10.4
Cc1cccc(N(Cc2cc3ccccc3[nH]c2=O)C(=O)c2ccco2)c1C | -2.4 | 10.3 | -0.9 | 6.4 | -1.1 | 14.5 | -4.9 | -6.8 | 11.9 | -16.3 | -28.2
Cc1ccc(S(=O)(=O)Nc2cccc(C(=O)NCC(c3ccco3)N(C)C)c2)cc1F (stereo not drawn) | 5.1 | 10.3 | 17.0 | -0.2 | -9.3 | 0.1 | 0.3 | 10.2 | 2.5 | -9.0 | 4.5
COc1cccc(S(=O)(=O)Nc2ccc(C(=O)N3CCCCCC3)cc2)c1 | -3.3 | -1.4 | -15.0 | 6.9 | -1.3 | 4.2 | -5.5 | 2.6 | 12.5 | -4.0 | 21.6
CCOC(=O)C1=C(CSc2nc3c(cc2C#N)CCC3)OC(N)=C(C#N)C1c1ccccc1 (stereo not drawn) | -23.1 | -15.7 | -24.0 | 1.5 | 4.0 | -11.2 | -2.7 | -2.3 | -20.5 | -22.3 | -7.3
CC(C#N)On1c(SC(C)C#N)nc2ccccc2c1=O (stereo not drawn) | -7.8 | -4.2 | 5.8 | -14.3 | 3.8 | -6.2 | 2.9 | 2.3 | 10.3 | -10.8 | -1.6
CCCn1c(CN2CCN(C)CC2)nc2ccccc21 | -4.6 | 6.1 | -0.9 | 7.8 | 5.1 | 14.2 | -10.6 | -29.7 | -4.2 | 24.5 | 19.4
O=C(Nc1nc2c(F)cc(F)cc2s1)C1COc2ccccc2O1 (stereo not drawn) | -36.9 | 12.5 | 10.4 | -31.6 | 7.2 | -12.3 | -2.4 | -4.9 | -16.1 | -19.7 | 19.9
O=C(c1ccc2[nH]c(=O)c(=O)[nH]c2c1)N1CCc2ccccc2C1 | 8.8 | 0.7 | 2.2 | -8.6 | 9.0 | 0.3 | 6.4 | 1.4 | -14.9 | -8.6 | -8.7

Entries of single compounds, looked up by structure:
CC(=O)Nc1cc(-c2cccc(NS(C)(=O)=O)c2)cn2c(-c3ccc(F)c(Cl)c3)cnc12 is listed as NR5A2 inv ag = 15.1; COUP-TFII inh = 6.8; CF NFkB block = -26.3; SRC1 inh = 1.6; KKLEB tox = -12.5; TWEAK-Fn14 inh = 91.8*; C8 TRAIL sens = -6.8; EBV LMP1 NFkB = .; Shn3 3UTR inh = 2.3; SRC3 inh = -6.5; TROY NFkB inh = -2.2
CCCn1c(CN2CCN(C)CC2)nc2ccccc21 is listed as NR5A2 inv ag = -4.6; COUP-TFII inh = 6.1; CF NFkB block = -0.9; SRC1 inh = 7.8; KKLEB tox = 5.1; TWEAK-Fn14 inh = 14.2; C8 TRAIL sens = -10.6; EBV LMP1 NFkB = -29.7; Shn3 3UTR inh = -4.2; SRC3 inh = 24.5; TROY NFkB inh = 19.4

(list continues)
SMILES | NR5A2 inv ag | COUP-TFII inh | CF NFkB block | SRC1 inh | KKLEB tox | TWEAK-Fn14 inh | C8 TRAIL sens | EBV LMP1 NFkB | Shn3 3UTR inh | SRC3 inh | TROY NFkB inh
O=c1c2ccccc2nc(SCc2ccncc2)n1CC1CCCO1 (stereo not drawn) | -5.1 | 23.5 | 21.5 | 6.7 | 4.6 | 15.4 | -8.2 | -4.9 | -18.9 | -0.7 | 12.4
Cn1c(=O)cc(OCC(=O)Nc2ccccn2)c2ccccc21 | -12.9 | 3.1 | -12.3 | 1.1 | 12.3 | 13.8 | 6.7 | 6.1 | -22.9 | 8.6 | 4.3
CCN1CCN(C(=O)c2cccc(OC3CCN(S(C)(=O)=O)CC3)c2)[C@@H](C)C1=O | 9.0 | -4.0 | 13.4 | -13.3 | 3.3 | 15.2 | 3.1 | -1.0 | 4.3 | 15.6 | 9.0
Cc1cc(Br)ccc1SCC(=O)OCC(=O)Nc1ccc2[nH]c(=O)[nH]c2c1 | -0.5 | 1.6 | 1.9 | -28.8 | -1.0 | -4.9 | -16.0 | -3.2 | 0.9 | 9.6 | -1.4
Cc1onc(-c2ccccc2)c1CNC(=O)Nc1ccc(F)cc1F | 2.5 | 14.7 | -10.8 | -9.8 | 8.2 | 5.4 | -11.7 | 15.6 | 24.4 | 15.4 | 11.9
Cc1nc(SCC(=O)c2cccc([N+](=O)[O-])c2)n[nH]1 | -31.0 | 13.3 | 13.8 | 5.3 | 1.4 | -43.7 | -0.4 | 55.2* | 9.0 | 22.1 | -11.4
COc1cc(OC)cc(C(=O)NCC(=O)N2CCCCCCC2)c1 | 14.1 | -14.2 | -14.5 | -8.4 | 0.3 | -2.7 | 2.5 | 4.0 | 19.6 | 11.4 | -7.2
CCOc1ccc(-n2c(SCC(=O)NCc3ccco3)nc3c(c2=O)SCC3)cc1 | -1.5 | 20.9 | 9.9 | -11.3 | -8.2 | 3.8 | -22.7 | -1.1 | -0.4 | -40.9 | -4.5
O=C(COC(=O)c1ccccc1Nc1ccccc1)c1ccccc1 | -52.5 | 0.3 | -1.9 | -9.4 | -13.0 | 0.8 | 6.1 | -17.3 | -15.1 | -13.7 | -56.8
Fc1ccc(OCCCCN2CCOCC2)cc1 | -9.6 | -16.4 | -12.8 | -27.2 | 3.6 | -0.5 | -5.4 | -3.9 | -2.3 | -5.6 | 3.0
O=C(O)c1cccc(Nc2ncnc3c2cnn3-c2ccccc2)c1 | -136.3 | -25.6 | -3.4 | -67.7 | 18.1 | -28.3 | 13.1 | -8.4 | -54.9 | -79.7 | -50.7
NS(=O)(=O)c1ccc(NC(=O)c2cccc(Cl)c2)cc1 | 5.0 | 5.8 | 3.5 | 0.2 | 6.7 | -24.2 | 5.3 | 5.7 | -14.0 | 12.1 | -4.9
COc1cc(OC)cc(C(=O)N/N=C/c2ccc(OC)c(COc3ccc(F)cc3)c2)c1 | 27.1 | -31.3 | 8.0 | 10.9 | -0.6 | 25.2 | 11.0 | 0.9 | 5.7 | 15.5 | 8.0
CCN1CCN(C(c2cccs2)C(C)NC(=O)C(=O)N2CCCCC2)CC1 (stereo not drawn) | -4.6 | -4.5 | 11.6 | -3.4 | -8.0 | -8.8 | -25.2 | -9.9 | -16.3 | -10.5 | -23.9
CC(=O)Nc1ccc(S(=O)(=O)N2CCN=C2SCc2ccccc2C)cc1 | 6.7 | -9.4 | -36.8 | -17.1 | -5.1 | -11.0 | -4.9 | 5.4 | -78.5 | 17.7 | 18.9

High-throughput results deposited in PubChem by several laboratories.

Only part of the results is shown; rates above refer to the full screens.
